Tb MetRS inh = Trypanosoma brucei MetRS inhibition | purified T. brucei MetRS, ATP depletion, Kinase-Glo luminescence | inhibition, % at 11.9 µM | actives 0.4% (n = 360,000) | AID 624268;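 active means inhibition above a per-plate cutoff of the control wells' mean inhibition plus 3 SD, cut at about 5.5% in these data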;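 further: 0% = DMSO wells median and 100% = median of wells with control inhibitor compound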
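Material: parasite MetRS enzyme / Replication: singlicate, one well per compound / Signal: luminescence of leftover ATP / Schedule: 2 h aminoacylation at 25 °C after 15 min preincubation / Medium: HEPES-MgCl2-KCl buffer plus DTT, spermine, BSA, pyrophosphatase / Doses: 11.9 µM single point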
MsrA inh = inhibits bovine methionine sulfoxide reductase A; purified bovine MsrA, absorbance read-out; inhibition, % at 15.5 µM; actives 0.75% (n = 360,000); AID 651718; in the data active means inhibition above about 4.5%;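 further: 0% = vehicle wells with enzyme and 100% = reference inhibitor wells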
SUMO1-SIM PPI = alters human SUMO1 binding to SIM partners; P63165; SUMO1 binding to a labelled peptide, TR-FRET, 1 h; inhibition, % at 20 µM; actives 0.33% (n = 360,000); AID 602429; in the data active means inhibition above about 37%
Target sequence (P63165 whole entry, looked up): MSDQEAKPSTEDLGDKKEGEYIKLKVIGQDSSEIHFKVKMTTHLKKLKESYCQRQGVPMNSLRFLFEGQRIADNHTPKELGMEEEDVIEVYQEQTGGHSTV
DNMT1 block = inhibitors of human DNMT1; P26358; DNMT1 molecular beacon, Hinp1I cleavage, fluorescence; inhibition (reported as % activation of signal), % at 10 µM; actives 0.83% (n = 360,000); AID 588458; in the data active means inhibition above about 50%
E coli Lon inh = inhibitors of E. coli Lon protease; actives 0.42% (n = 360,000); inhibition, % at 7.94 µM; purified E. coli Lon protease, fluorescence polarization; AID 602123; in the data active means inhibition above about 13%, passing the limit was not always enough;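 further: 0% = enzyme with probe and DMSO and 100% = no enzyme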
Target sequence (P0A9M0 whole entry, looked up): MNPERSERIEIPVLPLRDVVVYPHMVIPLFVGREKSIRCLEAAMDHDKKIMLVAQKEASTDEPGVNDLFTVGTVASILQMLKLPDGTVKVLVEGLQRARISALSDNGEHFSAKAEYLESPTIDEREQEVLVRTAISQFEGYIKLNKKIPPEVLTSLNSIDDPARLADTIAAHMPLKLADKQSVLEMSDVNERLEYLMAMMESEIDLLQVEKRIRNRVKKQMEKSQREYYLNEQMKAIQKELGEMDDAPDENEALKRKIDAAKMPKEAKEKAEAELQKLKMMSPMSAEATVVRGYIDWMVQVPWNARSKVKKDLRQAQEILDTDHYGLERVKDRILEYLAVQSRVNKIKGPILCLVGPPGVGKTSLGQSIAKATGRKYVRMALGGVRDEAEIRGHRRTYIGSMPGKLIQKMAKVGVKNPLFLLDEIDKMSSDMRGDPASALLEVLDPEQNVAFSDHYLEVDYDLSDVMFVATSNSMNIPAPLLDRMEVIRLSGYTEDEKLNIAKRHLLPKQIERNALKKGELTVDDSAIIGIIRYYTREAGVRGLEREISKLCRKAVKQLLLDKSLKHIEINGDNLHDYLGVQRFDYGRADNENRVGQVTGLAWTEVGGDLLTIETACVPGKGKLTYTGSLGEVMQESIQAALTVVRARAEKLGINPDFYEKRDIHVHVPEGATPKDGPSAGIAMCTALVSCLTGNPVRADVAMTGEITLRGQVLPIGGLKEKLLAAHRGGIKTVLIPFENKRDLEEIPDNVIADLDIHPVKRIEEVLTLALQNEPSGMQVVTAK
Scp1 inh = blocks human Scp-1 phosphatase activity; inhibition, % at 20 µM; Recombinant Scp1, phosphopeptide, malachite green phosphate absorbance; actives 0.88% (n = 340,000);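 active means inhibition above about 50% at 20 µM, limit read from the data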;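 further: plate controls were DMSO wells with enzyme for no effect and wells lacking enzyme for full effect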
Target sequence (Q9GZU7 76-261 limits assumed): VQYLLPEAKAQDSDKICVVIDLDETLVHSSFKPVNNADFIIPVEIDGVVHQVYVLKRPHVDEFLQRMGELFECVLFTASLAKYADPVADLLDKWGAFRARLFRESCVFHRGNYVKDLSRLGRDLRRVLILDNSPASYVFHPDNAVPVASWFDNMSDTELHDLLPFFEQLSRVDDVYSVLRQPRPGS
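Test system – truncated SCP-1 phosphatase (76-261aa) · Reagent – Phosphorylated 17-residue peptide substrate · Incubation – 45 min room-temperature reaction, 5 min colour, 30 min stabiliser · Detection – colorimetric phosphate reagent with accelerator and stabiliser, absorbance at 630 nm · Measure – % inhibition at 20 µM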
LMPTP inh = blocks human LMPTP phosphatase | P24666 | AID 651560 | inhibition, % at 20 µM | recombinant LMPTP-A, OMFP fluorogenic substrate, fluorescence intensity | actives 0.22% (n = 360,000);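 active means compounds that cut the enzyme signal by at least half of the control window in the single-dose screen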;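 further: plate controls were DMSO wells with enzyme plus substrate for no effect and substrate without enzyme for full effect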
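material = LMPTP-A | quantity = 0.625 nM enzyme | reagent = OMFP substrate, 400 µM final | buffer or medium = Bis-Tris pH 6.0, DTT, detergent | detection = endpoint fluorescence intensity from OMFP dephosphorylation | dosing = single 20 µM dose | read-out basis = % inhibition relative to no-enzyme and uninhibited control wells | control set = no-enzyme and uninhibited controls | timing = 50 min at room temperature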
NRP1-CendR mod = alters CendR peptide binding to human NRP-1 | O14786 | FAM-RPARPAR peptide binding to NRP-1, fluorescence polarization | inhibition, % at 25 µM | actives 0.85% (n = 360,000) | AID 602438;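 active means inhibition or corrected inhibition above about 18%, plus a signal ratio from 0.5 to 1.5, limit read from the data, passing the limit was not always enough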; further: strong numbers were not always called active
STEP block = blocks human striatal-enriched tyrosine phosphatase. P54829. recombinant STEP, OMFP fluorogenic substrate, fluorescence. inhibition, % at 20 µM. actives 0.25% (n = 360,000);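 active means inhibition at 20 µM, scaled per plate between control wells, above about 37%, limit read from the data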;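 further: 0% = DMSO with enzyme and substrate and 100% = substrate only without enzyme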
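System: STEP (striatal-enriched tyrosine phosphatase) enzyme, cell-free; medium: Bis-Tris pH 6.0 buffer with DTT, detergent; dosing: 20 µM, 1% DMSO; times: reaction 20 min, ambient temperature; detection: fluorescence, 480/540 nm; read-out basis: normalized % inhibition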
MsrA act = activators of bovine methionine sulfoxide reductase A | activation, % at 10.6 µM | AID 602163 | actives 0.3% (n = 360,000) | purified bovine MsrA, absorbance read-out; in the data active means activation above about 7.5%;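 further: 0% = vehicle and 100% = reference activator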
Starred values were filed as active, the others as inactive. Rows are unselected, and some 4.3% of all compounds hit somewhere here.

For Clc1cccc(-c2nc(-c3ccc(-c4nn[nH]n4)cc3)no2)c1 the results were Tb MetRS inh 0.6, MsrA inh -0.5, SUMO1-SIM PPI 19, DNMT1 block -5, E coli Lon inh 7, Scp1 inh -6, LMPTP inh -0.1, NRP1-CendR mod 8, STEP block 1 and MsrA act 1.
For O=C1c2cccc3cccc(c23)C(=O)N1Nc1ccccc1 the results were Tb MetRS inh -0.6, MsrA inh 3.9, SUMO1-SIM PPI -28, DNMT1 block 0, E coli Lon inh -17, Scp1 inh -6, LMPTP inh -0.3, NRP1-CendR mod 0, STEP block 3 and MsrA act -3.
`Cc1oc(-c2ccccc2F)nc1CS(=O)(=O)CC(=O)NCCCN1CCc2ccccc2C1` gave Tb MetRS inh -0.9, MsrA inh 0.3, SUMO1-SIM PPI -8, DNMT1 block -4, E coli Lon inh -6, Scp1 inh -16, LMPTP inh 1.4, NRP1-CendR mod -11, STEP block -1 and MsrA act -1.
Screening O=C(OCCN=C1NS(=O)(=O)c2ccccc21)C1CC(=O)N(c2ccc(Cl)cc2)C1 (centres undefined) returned Tb MetRS inh -0.2, MsrA inh 0.9, SUMO1-SIM PPI 1, DNMT1 block 1, E coli Lon inh -11, Scp1 inh -13, LMPTP inh -1.2, NRP1-CendR mod 14, STEP block -2 and MsrA act -2.
Screening CN(C)CCCN(C(=O)c1ccc(S(=O)(=O)N2CCCCCC2)cc1)c1nc2c(F)cc(F)cc2s1 returned Tb MetRS inh 0.2, MsrA inh -2.5, SUMO1-SIM PPI -3, DNMT1 block 3, E coli Lon inh -1, Scp1 inh 15, LMPTP inh -1.9, NRP1-CendR mod -8, STEP block 0 and MsrA act 1.
`COc1ccccc1-c1cc(C(F)(F)F)nc(N2CCCCC2)n1` gave Tb MetRS inh -0.7, MsrA inh 2.7, SUMO1-SIM PPI 2, DNMT1 block 1, E coli Lon inh -1, Scp1 inh -8, LMPTP inh 2.4, NRP1-CendR mod -2, STEP block -3 and MsrA act 3.
O=C1c2ccccc2C(=O)N1CCc1nc2ccccc2c(=O)n1CCCn1ccnc1 was read as Tb MetRS inh -0.2, MsrA inh 0.1, SUMO1-SIM PPI -8, DNMT1 block 0, E coli Lon inh -10, Scp1 inh -10, LMPTP inh -1.3, NRP1-CendR mod 6, STEP block 2 and MsrA act -6.
Screening Cc1nc2ccc(NC(=O)C(F)(F)F)cc2o1 returned Tb MetRS inh 0.4, MsrA inh -0.2, SUMO1-SIM PPI 5, DNMT1 block 4, E coli Lon inh 0, Scp1 inh -7, LMPTP inh -2.0, NRP1-CendR mod -7, STEP block -1 and MsrA act -3.
`CCOc1ccc(S(=O)(=O)N2CCN=C2c2ccccc2)c(C)c1C` gave Tb MetRS inh -0.4, MsrA inh -0.7, SUMO1-SIM PPI 0, DNMT1 block 0, E coli Lon inh 10, Scp1 inh -5, LMPTP inh 1.2, NRP1-CendR mod -5, STEP block 0 and MsrA act -2.
Screening COc1ccc(/C(O)=C2/C(=O)C(=O)N(Cc3ccco3)C2c2cccs2)cc1 (centres undefined) returned Tb MetRS inh -0.4, MsrA inh 1.3, SUMO1-SIM PPI -1, DNMT1 block 5, E coli Lon inh -8, Scp1 inh 2, LMPTP inh -0.3, NRP1-CendR mod -8, STEP block -2 and MsrA act 5.

The closing two entries of the part above come first, to join the parts.
`CCOc1ccc(S(=O)(=O)N2CCN=C2c2ccccc2)c(C)c1C` gave Tb MetRS inh -0.4, MsrA inh -0.7, SUMO1-SIM PPI 0, DNMT1 block 0, E coli Lon inh 10, Scp1 inh -5, LMPTP inh 1.2, NRP1-CendR mod -5, STEP block 0 and MsrA act -2.
Screening COc1ccc(/C(O)=C2/C(=O)C(=O)N(Cc3ccco3)C2c2cccs2)cc1 (centres undefined) returned Tb MetRS inh -0.4, MsrA inh 1.3, SUMO1-SIM PPI -1, DNMT1 block 5, E coli Lon inh -8, Scp1 inh 2, LMPTP inh -0.3, NRP1-CendR mod -8, STEP block -2 and MsrA act 5.
For CCOC(=O)c1sc(=S)n(C)c1NC(=O)c1ccc(C(C)(C)C)cc1 the results were Tb MetRS inh -0.9, MsrA inh -0.5, SUMO1-SIM PPI -6, DNMT1 block 2, E coli Lon inh 1, Scp1 inh -17, LMPTP inh 0.4, NRP1-CendR mod -5, STEP block 6 and MsrA act -9.
O=S(=O)(c1ccccc1)N1CCN(C(=S)NCCc2ccccc2)CC1 was read as Tb MetRS inh -0.5, MsrA inh -0.2, SUMO1-SIM PPI -4, DNMT1 block -1, E coli Lon inh 3, Scp1 inh -7, LMPTP inh 1.5, NRP1-CendR mod 10, STEP block 2 and MsrA act -2.
`COc1ccc(-c2cc3c(=O)n(CC(=O)NCCCN4CCC(N5CCCCC5)CC4)nc(C)n3n2)cc1` gave Tb MetRS inh 0.0, MsrA inh 1.1, SUMO1-SIM PPI -57, DNMT1 block -2, E coli Lon inh -1, Scp1 inh 0, LMPTP inh -5.7, NRP1-CendR mod 10, STEP block -2 and MsrA act -3.
O=C(NCc1ccc(F)cc1)N1[C@H]2CC[C@@H]1C=C(c1ccc(F)cc1OCc1ccccc1)C2 was read as Tb MetRS inh -0.7, MsrA inh -0.4, SUMO1-SIM PPI 4, DNMT1 block 2, E coli Lon inh 3, LMPTP inh 0.1, NRP1-CendR mod 12, STEP block 6 and MsrA act -3.
Screening O=c1cc(NCc2ccccc2)c2ccccc2o1 returned Tb MetRS inh 1.0, MsrA inh -0.1, SUMO1-SIM PPI 0, DNMT1 block 4, E coli Lon inh -1, Scp1 inh -6, LMPTP inh -1.0, NRP1-CendR mod -5, STEP block -1 and MsrA act 2.
Screening O=C(CNS(=O)(=O)c1ccc(Br)s1)N1CCC(N2CCCCC2)CC1 returned Tb MetRS inh -0.9, MsrA inh -0.9, SUMO1-SIM PPI 1, DNMT1 block 2, E coli Lon inh -5, Scp1 inh -3, LMPTP inh 0.7, NRP1-CendR mod 2, STEP block 0 and MsrA act 0.
CC(C)(C)c1cc(-c2nc(N)nc(N)n2)cc(C(C)(C)C)c1 was read as Tb MetRS inh -0.5, MsrA inh 0.1, SUMO1-SIM PPI 1, DNMT1 block 9, E coli Lon inh -12, Scp1 inh 3, LMPTP inh 0.9, NRP1-CendR mod 0, STEP block -3 and MsrA act -1.
Screening COc1ccc(C(=O)NCc2nnc(SCCOc3ccccc3)n2C)cc1 returned Tb MetRS inh 0.1, MsrA inh 0.3, SUMO1-SIM PPI -2, DNMT1 block 0, E coli Lon inh 19*, Scp1 inh 2, LMPTP inh -1.0, NRP1-CendR mod 22, STEP block 1 and MsrA act -1.
For Cc1cccc(C)c1NC1=C(Cl)C(=O)OC1OC(C)C (centres undefined) the results were Tb MetRS inh 0.2, MsrA inh 0.1, SUMO1-SIM PPI -2, DNMT1 block -7, E coli Lon inh -15, Scp1 inh 11, LMPTP inh -2.4, NRP1-CendR mod 0, STEP block 0 and MsrA act -2.
COc1ccc(NC(=O)Nc2cccc3c2O[C@H](CN(C)S(=O)(=O)c2cn(C)cn2)[C@@H](C)CN([C@H](C)CO)C3=O)cc1 was read as Tb MetRS inh -0.2, MsrA inh -1.1, SUMO1-SIM PPI 0, DNMT1 block -1, E coli Lon inh 1, Scp1 inh -6, LMPTP inh -1.7, NRP1-CendR mod -4, STEP block 0 and MsrA act -2.
For COc1cccc(C(=O)N2CCN(Cc3ccccn3)CC2)c1OC the results were Tb MetRS inh 0.1, MsrA inh 0.2, SUMO1-SIM PPI 3, DNMT1 block 1, E coli Lon inh 3, Scp1 inh -2, LMPTP inh -2.3, NRP1-CendR mod 5, STEP block 2 and MsrA act -2.
`Cc1ccc(CN2CC(N3CCN(CCO)CC3)CS2(=O)=O)cc1` (centres undefined) gave Tb MetRS inh -0.5, MsrA inh -0.2, SUMO1-SIM PPI 4, DNMT1 block 8, E coli Lon inh 3, LMPTP inh 0.5, NRP1-CendR mod 15, STEP block 2 and MsrA act -5.
Cc1ccc(C)n1-c1nn(S(=O)(=O)c2cccc(C(F)(F)F)c2)c2cccc(F)c12 was read as Tb MetRS inh 0.1, MsrA inh 2.3, SUMO1-SIM PPI -2, DNMT1 block -4, E coli Lon inh -15, Scp1 inh -20, LMPTP inh 0.6, NRP1-CendR mod 10, STEP block -3 and MsrA act 2.
`COc1ccc([C@H]2CC(=O)C[C@@H](CCn3cccn3)O2)cc1` gave Tb MetRS inh -0.3, MsrA inh -0.6, SUMO1-SIM PPI 2, E coli Lon inh 2, LMPTP inh -0.5, NRP1-CendR mod 0 and MsrA act -2.
For CCOC(=O)N1CCN(C(=O)CN(Cc2ccccc2)S(=O)(=O)c2ccc(OC)c(Cl)c2)CC1 the results were Tb MetRS inh -0.2, MsrA inh -1.1, SUMO1-SIM PPI 0, DNMT1 block -4, E coli Lon inh 0, Scp1 inh -4, LMPTP inh 0.6, NRP1-CendR mod 4, STEP block -4 and MsrA act -3.
For O=C(Nc1cccnc1)c1ccc(Br)s1 the results were Tb MetRS inh -0.6, MsrA inh 1.3, SUMO1-SIM PPI -2, DNMT1 block -4, E coli Lon inh -1, Scp1 inh -4, LMPTP inh -2.2, NRP1-CendR mod 0, STEP block -3 and MsrA act -5.
CC(=O)Nc1ccc(S(=O)(=O)NCCC(=O)OCCN2C(=O)c3ccccc3C2=O)cc1 was read as Tb MetRS inh -0.4, MsrA inh -0.7, SUMO1-SIM PPI -8, DNMT1 block 1, E coli Lon inh -5, Scp1 inh 2, LMPTP inh -1.8, NRP1-CendR mod 10, STEP block -1 and MsrA act -3.
`CCOc1cc(-c2noc(CCC(=O)NC3CCCCC3)n2)ccc1OC` gave Tb MetRS inh -0.6, MsrA inh 0.1, SUMO1-SIM PPI -3, DNMT1 block 1, E coli Lon inh 3, Scp1 inh -2, LMPTP inh -1.4, NRP1-CendR mod 13, STEP block -2 and MsrA act 1.
COc1ccc(CCNC(=O)CSC2=Nc3ccccc3C3=NC(C(C)C)C(=O)N23)cc1OC (centres undefined) was read as Tb MetRS inh 0.5, MsrA inh 0.8, SUMO1-SIM PPI 0, DNMT1 block 1, E coli Lon inh 2, Scp1 inh -2, LMPTP inh 0.5, NRP1-CendR mod 2, STEP block -3 and MsrA act -7.
Screening CC1CCCC(C)N1CCOc1cc(N)ccc1C#N (centres undefined) returned Tb MetRS inh -0.3, MsrA inh -0.8, SUMO1-SIM PPI 0, DNMT1 block 1, E coli Lon inh 4, Scp1 inh -89, LMPTP inh 0.4, NRP1-CendR mod 10, STEP block 0 and MsrA act -2.
Cc1ccc(C(=O)OCC(=O)Nc2ccc(N3CCOCC3)cc2)cc1 was read as Tb MetRS inh -0.7, MsrA inh -1.2, SUMO1-SIM PPI 2, DNMT1 block -2, E coli Lon inh -2, Scp1 inh -2, LMPTP inh -0.6, NRP1-CendR mod -6, STEP block 1 and MsrA act -1.
